Screening data as filed in PubChem BioAssay.
S-ASM inh: human S-ASM enzyme inhibition; placental ASM, HMU-PC fluorogenic substrate, 60 min; Potency, µM (doses to about 57.5 µM), for the others: top-dose activity change, negative = inhibition, usual class: inhibitors; 340,000 compounds, 0.006% hits; also: potency is read from the fitted curve at half-maximal effect
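Steps: dispense placental human ASM, pin compound, wait 10 min at room temperature, add HMU-PC0 substrate at 9 uM final, incubate 60 min at 37 °C, add stop solution raising pH to 10, read fluorescence.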
PKM2 act: activators of human pyruvate kinase M2; Potency, µM (highest dose often 57.5 µM), without a hit: top-dose activation, most hits filed as activators; P14618; purified PKM2, Kinase-Glo ATP luminescence, activation; response scale: 0% is enzyme alone, no compound; 260,000 compounds, 0.34% hits; also: potency is read from the fitted curve at half-maximal effect; % is scaled to controls: 0 for no effect and ±100 for the full control effect; nearly all actives have a fitted effect of over 55% in size
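Purified hPK-M2 (>95% pure) converted ADP (0.1 mM final) to ATP with 0.5 mM PEP in 50 mM imidazole pH7.2, KCl, MgCl2, Tween 20, BSA; 1 h at room temperature. ATP detected by Kinase-Glo luminescence.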
Tb PFK block: inhibitors of T. brucei phosphofructokinase; 330,000 compounds, 0.17% hits; Potency, µM (titrated, usually from 57.5 µM), for the others: at the top dose activity, negative = inhibition, usual class: inhibitors; O15648; T. brucei PFK, ADP-Glo luminescence; AID 485367;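 also: potency is read from the fitted curve at half-maximal effect; 0% = uninhibited 1x PFK enzyme wells and -100% = no-enzyme wells; nearly all actives have a fitted effect of over 60% in size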
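In TEA buffer at pH 8.0 with 5 mM MgCl2, enzyme (1.25 nM) converted F6P (0.5 mM) and ATP (0.1 mM) for 45 min at room temperature. ADP product was read by luciferase luminescence.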
BCR signal inh: blocks chronic active B-cell receptor signaling. ABC-DLBCL IkBa-CBG/CBR reporter, luminescence ratio, 4 h. Potency, µM (doses to about 46.1 µM), for inactives: at the top dose ratio change, negative = lower green/red ratio, usual class: inhibitors. 340,000 compounds, 0.05% hits. AID 493014; active = well fitted inhibition curve with a large enough effect in the signal ratio, with a control signal flat, not every such curve was filed as active; inconclusive = small, poorly fitted or top-dose-only effect, or effect the other way, or a change in a side signal; the % refers to the signal ratio;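 also: potency is read from the fitted curve at half-maximal effect; plate controls were basal doxycycline-induced cells for no effect and cells given 10 µM MG132 for full effect; MG132 reads +100%, hits lower the ratio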
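TMD8 human ABC-DLBCL cells with doxycycline-inducible IκBα–green luciferase fusion and unfused red luciferase, in 0.5% FBS medium; compounds up to 46 uM, 4 h at 37C. Green/red luminescence ratio, filter-overlap corrected, fitted to concentration-response curves.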
Menin-MLL TR inh: menin-MLL binding inhibition, Texas Red mutant peptide; AID 1768; Menin + Texas Red MLL mutant peptide, fluorescence polarization; O00255; 270,000 compounds, 0.23% hits; Potency, µM (titrated, usually from 61.6 µM), without a hit: at the highest dose FP activity change, negative = inhibition, hits mostly inhibitors; active = well fitted inhibition curve with a large enough effect in the polarisation, with a control signal flat, not every such curve was filed as active; inconclusive = small, poorly fitted or top-dose-only effect, or effect the other way, or a change in a side signal; inactive = no such curve, though single readings can be large or run the other way; the % refers to the polarisation; also: potency is read from the fitted curve at half-maximal effect; % of control where 0% means no effect; many of its hits are not listed in these tables
Giardia kill: Giardia lamblia killing; 340,000 compounds, 0.15% hits; activity change, % at 7.66 µM, hits read low; AID 540267; Giardia lamblia trophozoite viability; in the data active = activity change below about -80%; inconclusive = between about -30% and that limit;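 also: parasites exposed to compound for two days anaerobically before the ATP read; % is scaled to controls: 0 for no effect and ±100 for the full control effect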
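Luminescent ATP signal served as the viability read-out, measured 15-30 min after adding ATP detection reagent to trophozoites that had been incubated with compounds for 48 hrs at 37 deg C anaerobically at 100 cells/well.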
B2AR arrestin: agonists driving beta-arrestin recruitment to human beta2-adrenergic receptor; P07550; beta-arrestin recruitment to beta2AR, cell-based reporter; Potency, µM (series often up to 46.1 µM), for the others: top-dose activation, most hits filed as activators; 330,000 compounds, 0.02% hits; AID 492947;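 also: potency is read from the fitted curve at half-maximal effect; 0% = DMSO controls and full agonism = EC100 isoproterenol or metaproterenol; nearly all actives have a fitted effect of over 65% in size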
Target sequence (P07550 whole entry, looked up): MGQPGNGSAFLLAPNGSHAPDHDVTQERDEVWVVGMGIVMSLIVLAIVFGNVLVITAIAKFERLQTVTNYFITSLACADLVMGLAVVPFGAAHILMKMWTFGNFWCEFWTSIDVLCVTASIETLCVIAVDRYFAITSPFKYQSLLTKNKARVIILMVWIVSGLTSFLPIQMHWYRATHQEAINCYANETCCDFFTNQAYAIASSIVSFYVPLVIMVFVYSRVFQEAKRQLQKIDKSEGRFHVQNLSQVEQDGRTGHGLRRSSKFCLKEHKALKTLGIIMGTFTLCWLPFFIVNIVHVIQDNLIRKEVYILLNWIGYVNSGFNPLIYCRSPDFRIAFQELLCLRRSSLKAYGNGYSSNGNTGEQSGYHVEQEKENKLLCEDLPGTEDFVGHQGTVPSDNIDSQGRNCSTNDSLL
FBPA coupling cs: coupling enzyme interference in Giardia aldolase counter-screen. 290,000 compounds, 0.67% hits. coupling enzyme system counterscreen, AmpLite Red fluorescence. activity change, negative = inhibition, % at 58.2 µM, hits read low; in the data active = activity change below about -30%; also: % is scaled to controls: 0 for no effect and ±100 for the full control effect
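Final compound at 57.5 uM, incubated 10 min at RT with coupling enzyme reagent (glyceraldehyde-3-phosphate), then 20 min with substrate and AmpLite Red detection. Fluorescence read at 525/598 nm; tests interference with the coupling assay, not aldolase inhibition.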
Integrin act MD: activators of alpha7 integrin expression for muscular dystrophy. alpha7betagal myoblasts, beta-gal FDG fluorescence, 48 h. Potency, µM (top dose mostly 38.3 µM), for the others: at the highest dose activation, most hits filed as activators. 350,000 compounds, 0.064% hits;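 also: potency is read from the fitted curve at half-maximal effect; 100% = response of the positive control SU9516; nearly all actives have a fitted effect of over 60% in size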
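alpha7betagal+/- myoblasts (passage 13, 250/well) treated 48 h at 37C with compounds at 1:260 dilution of DMSO stock. Lysed, then beta-galactosidase activity read as FDG fluorescence (ex 480/em 540) after 30 min, with pre-read for autofluorescence.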
TSG101-PTAP inh: blocks PTAP/TSG101 interaction to inhibit HIV-1 budding | Q99816 | Fluorescence polarization, FITC-PTAP peptide / Tsg101 binding | Potency, µM (titrated, usually from 115 µM), inactives show at the highest dose activity change, negative = inhibition, most hits filed as inhibitors | 340,000 tested, under 10 active | AID 493005; active = well fitted inhibition curve with a large enough effect in the main read-out, with a control signal flat, not every such curve was filed as active; inconclusive = small, poorly fitted or top-dose-only effect, or effect the other way, or a change in a side signal; inactive = no such curve, though single readings can be large or run the other way; also: potency is read from the fitted curve at half-maximal effect; % of control where 0% means no effect
Target sequence (Q99816 whole entry, looked up): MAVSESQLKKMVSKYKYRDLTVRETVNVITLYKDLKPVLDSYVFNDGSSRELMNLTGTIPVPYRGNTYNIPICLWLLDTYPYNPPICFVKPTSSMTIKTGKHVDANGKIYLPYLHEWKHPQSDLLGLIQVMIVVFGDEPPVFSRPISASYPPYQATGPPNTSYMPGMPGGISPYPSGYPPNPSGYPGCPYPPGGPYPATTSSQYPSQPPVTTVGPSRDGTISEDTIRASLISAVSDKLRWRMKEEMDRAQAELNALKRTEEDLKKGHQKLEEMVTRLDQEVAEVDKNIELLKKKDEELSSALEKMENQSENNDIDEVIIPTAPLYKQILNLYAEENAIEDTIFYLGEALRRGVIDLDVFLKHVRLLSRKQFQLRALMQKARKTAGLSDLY
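FP read-out: FITC-PTAP peptide, 50 nM final, binding Tsg101 binding domain, 10 uM final; 20 min, r.t.; 10 mM HEPES pH 7.5, 0.15 M NaCl, 0.01% Tween 20, 3 mM EDTA, 0.1 mM TCEP.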
GALK inh: blocks human galactokinase activity | P51570 | 270,000 compounds, 0.007% hits | Purified GALK, Kinase-Glo residual ATP luminescence | Potency, µM (titrated, usually from 57.5 µM), inactives show at the top dose activity change, negative = inhibition, actives largely listed as inhibitors | AID 1868; also: potency is read from the fitted curve at half-maximal effect; % is scaled to controls: 0 for no effect and ±100 for the full control effect
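Kinase-Glo Plus luminescence measured ATP left after a 1 h room-temperature reaction. The reaction used 5 nM GALK, 100 uM galactose and 35 uM ATP at pH 8.0 (20 mM HEPES, 5 mM MgCl2, 60 mM NaCl, 1 mM DTT, 0.01% BSA).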
The depositor's hits bear a star; u = inconclusive; x = no result given; & = joins results of further samples; [ ] = another dose, or the depositor's remark. Unless noted, calls follow the shape of the dose curve; as a rule, active = well fitted curve in the direction sought with a large enough effect; inconclusive = small, poorly fitted or top-dose-only effect, or another doubt; inactive = no such curve, though single readings can be large; an effect the other way counts as inactive or inconclusive.

SMILES	S-ASM inh	PKM2 act	Tb PFK block	BCR signal inh	Menin-MLL TR inh	Giardia kill	B2AR arrestin	FBPA coupling cs	Integrin act MD	TSG101-PTAP inh	GALK inh
CC(=O)c1ccc(N2CCN(C(=O)CCS(=O)(=O)c3ccc4c(c3)NC(=O)CS4)CC2)cc1	1%	x	1%	-1%	x	42[activator]	0.3%	x	8%	1%	-10%
COC(=O)c1ccc(NC(=O)CSc2nnc(COc3c(C)cccc3C)o2)cc1	1%	6%	-5%	-13%	0%	-10	0.0%	5	16%	6%	-4%
O=C(CN1C(=O)NC2(CCCC2)C1=O)NNC(=O)c1ccc(Br)cc1	1%	x	-11%	u	x	2	-0.2%	x	2%	-4%	x
O=C(CSc1nc2ccccc2[nH]1)NC1CCS(=O)(=O)C1 (stereo not given)	0%	1%	0%	4%	25%	0	-0.2%	2	15%	-6%	-1%
Cc1nc2ccc(C(=O)N/N=C/c3ccccc3O)cc2[nH]1	30%	0%	-1%	-6%	u	-3	0.2%	0	-7%	0%	-2%
CCN(CC)c1ccc(C(=O)NNC(=O)C2CSC3(C)CCC(=O)N23)cc1 (stereo not given)	2%	x	-4%	0%	x	-1	0.0%	x	3%	-10%	x
O=C(c1cc(-c2ccc(F)cc2)on1)N1CCCCCC1	47%	3%	-18%	u	-28%	-3	-0.7%	3	16%	0%	1%
COc1ccccc1C1C(C(=O)c2sc(C)nc2C)=C(O)C(=O)N1CCN1CCOCC1 (stereo not given)	-2%	2%	-4%	u	-13%	-22	-1.8%	-1	-27%	0%	5%
C[C@@H]1NC(=O)c2cc([N+](=O)[O-])cc(F)c2NCCC[C@@H](C(N)=O)NC(=O)[C@H](CC(N)=O)NC1=O	-5%	3%	7%	3%	-8%	19	0.5%	0	5%	x	x
Cc1ccc(NC(=S)N(CCCN2CCOCC2)Cc2ccco2)cc1	-2%	5%	-4%	-1%	-1%	-10	0.0%	1	0%	-4%	9%
CC(=O)c1c(C)[nH]c(C(=O)Nc2cccc(C)n2)c1C	1%	-2%	-11%	8%	x	-27	-0.2%	x	20%	0%	2%
Cc1ccc(-c2nc(SCC(=O)NCC3CCCO3)c(-c3ccccc3)[nH]2)cc1 (stereo not given)	0%	1%	-3%	-1%	9%	0	-0.5%	-11	-22%	-1%	x
CC1CN(C(=S)NC2CCCC2)CC(C)O1 (stereo not given)	1%	0%	1%	1%	-12%	1	0.0%	1	u	-5%	4%
CSc1cccc(NC(=S)N2CCC(N(C)C3CCCCC3)CC2)c1	2%	1%	-6%	-1%	-7%	-12	0.1%	0	-22%	-1%	1%
O=C(Nc1ccc2c(c1)OCO2)C(c1ccccc1)N1CCN(C(=O)c2ccco2)CC1 (stereo not given)	-3%	7%	-1%	u	-9%	6	-0.2%	0	10%	-7%	-3%
Cc1ccccc1N(C(=O)Cn1nnc(-c2cccs2)n1)C(C(=O)NCCC(C)C)c1ccco1 (stereo not given)	-3%	0%	1%	6%	u	-21	-0.2%	-4	0%	-6%	x
CC(C)(NS(=O)(=O)OCC(Cl)(Cl)Cl)c1ccccc1	0%	1%	0%	21%	-6%	1	-0.6%	1	-7%	-1%	x
O=C1C[C@H](c2ccc(O)cc2)Oc2cc(O[C@@H]3O[C@H](CO)[C@@H](O)[C@H](O)[C@H]3O)cc(O[C@@H]3O[C@H](CO)[C@@H](O)[C@H](O)[C@H]3O)c21	0%	x	-2%	0%	x	1	-0.1%	x	31%	1%	x
COc1ccc(S(=O)(=O)N2CCCCC2)cc1NCC(=O)Nc1ccc(C)cc1	-1%	0%	1%	-5%	x	15	-1.0%	8	-37%	-3%	-2%
CS(=O)(=O)c1ccc2nc(NC(=O)CN3C(=O)C4CC=CCC4C3=O)sc2c1 (stereo not given)	3%	-2%	-1%	1%	8%	-2	-0.2%	7	2%	-2%	0%
COc1ccc(NCc2nnc(SCC#N)n2-c2ccccc2OC)cc1	3%	-5%	-4%	u	-16%	-8	-0.6%	0	9%	-7%	14%
O=C(COC(=O)CNC(=O)C1CCCCC1)Nc1ccccc1OC(F)F	-1%	x	1%	u	x	33[activator]	0.0%	x	9%	-2%	x
CC(=O)c1cccc(-n2nnnc2SCC(=O)Nc2cccc(NC(=O)c3ccco3)c2)c1	-6%	-2%	-7%	u	-15%	-2	-0.1%	1	-24%	6%	-1%
COc1ccc(C(=O)C2CCCN(C(=O)c3cccc(N4CCCC4=O)c3)C2)cc1OC (stereo not given)	-1%	0%	0%	8%	-2%	16	-0.2%	1	6%	0%	x
C=CCC[C@@H](Cc1ccc(F)cc1)C(=O)OC[C@H](Cc1c[nH]c2ccccc12)NC(=O)[C@H](CC=C)CC(=O)N(CCO)Cc1ccccc1	-7%	x	-14%	u	x	-11	-1.1%	x	-39%	-4%	x
CCN(CC)C(=O)[C@H]1CC(CC(=O)NCc2ccco2)C(=O)N2CCc3c([nH]c4ccccc34)[C@]12C (stereo not given in full)	-2%	x	-1%	3%	x	4	0.2%	x	16%	3%	x
Cc1c(Cl)c(C(F)(F)F)nn1CC(=O)NCc1ccco1	4%	-1%	u	2%	7%	1	-0.1%	0	0%	-5%	-3%
Cc1cccc(S(=O)(=O)c2c(N)n(-c3ccccc3)c3nc4ccccc4nc23)c1	x	22%	0%	3%	5%	-1	-0.3%	3	u	-2%	1%
Clc1ccc(CSc2nccn2Cc2ccccc2)cc1	-2%	0%	-5%	14%	33%[activator]	6	-0.4%	x	-41%	-6%	0%
COc1ccc(NC(=O)CSCC(=O)NCc2ccco2)cc1	-5%	x	-3%	-9%	x	-11	-0.3%	x	-2%	1%	x
Cc1nn(-c2ccccc2)c(Cl)c1C(=O)NCCN(C)C	-1%	3%	6%	-3%	-15%	13	-0.2%	0	-24%	-3%	0%
COc1ccc(C(C(=O)NC2CCCCC2)N(Cc2ccco2)C(=O)c2snc(C(N)=O)c2N)cc1 (stereo not given)	223%[activator]	-2%	-3%	5%	-6%	4	-1.0%	1	u	-5%	-1%
COc1ccc(O)c(/C=N/NC(=S)Nc2cccc(S(=O)(=O)N(C)C)c2)c1	9%	-16%	-2%	u	u	-3	0.9%	3	-13%	0%	-2%
O=C(c1ccc(COc2ccccc2Cl)o1)N1CCN(Cc2ccc3c(c2)OCO3)CC1	-1%&-2%	3%&0%	-3%&-1%	3%&-11%	u	-7&42	0.5%&-0.1%	2&0	-37%&9%	-8%&-3%	-2%&-2%
CCN(C(=O)CN1C=NS(=O)(=O)c2ccccc21)c1ccccc1	2%	0%	-1%	-4%	-4%	8	0.2%	1	-24%	0%	-2%
CCCCc1cc(=O)oc2cc(C)cc(O)c12	8%	0%	3%	u	30%	-7	-0.7%	-1	-1%	-4%	-3%
CCOC(=O)[C@@H]1[C@H]2COc3ccc(Br)cc3[C@H]2N2C(=O)N(c3cccc(F)c3)C(=O)[C@]12C	0%	-7%	1%	12%	5%	-8	-0.9%	-1	-15%	-8%	x
O=C(Nc1ccccc1C(F)(F)F)c1cc(S(=O)(=O)N2CCC3(CC2)OCCO3)ccc1F	0%	0%	-1%	-1%	0%	-3	-0.2%	2	-18%	-4%	2%
Cc1ncc(CSCC(=O)Nc2cc(C(F)(F)F)ccc2Cl)c(CO)c1O	2%	x	-6%	u	-2%	8	-0.5%	-3	30%	-1%	5%
COc1cccc(C(=O)Nc2ccncc2)c1OC	2%	-1%	2%	-13%	7%	u	3.8%	0	21%	-3%	-3%
CC(NC(=O)c1cc(COc2ccccc2)on1)c1nccs1 (stereo not given)	-3%	x	-1%	-9%	11%	21	0.4%	-1	-3%	-7%	0%
N#CC1=C(N)Oc2cc(N)ccc2C1c1cccnc1 (stereo not given)	5%	-4%	-2%	1%	7%	13	-1.2%	0	1%	1%	x
O=C1CC(N2C(=O)/C(=C/C=C/c3ccccc3)SC2=S)C(=O)N1c1ccccc1 (stereo not given)	-14%	-1%	0%	0%	u	-4	-0.2%	2	0%	u	-3%
COc1ccc(NC(=O)CN2C(=O)C(c3ccccc3)=NC23CCCCCC3)cc1	-10%	1%	-1%	0%	9%	-10	0.3%	0	-17%	-3%	-2%
N#CC1(NC(=O)COC(=O)c2cc([N+](=O)[O-])ccc2N2CCOCC2)CCCCC1	-5%	x	1%	u	x	-4	-0.4%	x	-24%	-3%	x
Cc1cccc(NC(=O)CN2CCN(C(=O)C3CCN(C(=O)/C=C/c4ccccc4)CC3)CC2)c1C	5%	x	-1%	2%	x	7	0.1%	x	19%	-4%	x

Not all compounds are listed; the hit share may differ from the screen's.
